LMPTP block: blocks human LMPTP phosphatase. P24666. recombinant LMPTP-A, OMFP fluorogenic substrate, fluorescence intensity. inhibition, % at 20 µM. actives 0.22% (n = 360,000). AID 651560;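 active = compounds that cut the enzyme signal by at least half of the control window in the single-dose screen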;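 note: plate controls were DMSO wells with enzyme plus substrate for no effect and substrate without enzyme for full effect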
Target sequence (P24666 whole entry, looked up): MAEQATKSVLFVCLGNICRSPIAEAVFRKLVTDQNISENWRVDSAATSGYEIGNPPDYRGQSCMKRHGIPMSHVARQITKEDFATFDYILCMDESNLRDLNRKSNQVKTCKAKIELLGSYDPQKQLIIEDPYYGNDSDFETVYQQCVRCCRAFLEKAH
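Test system: LMPTP-A phosphatase enzyme; input: 0.625 nM LMPTP-A final; reagent: OMFP substrate, 400 µM final; compound dosing: 20 µM single dose, 3% DMSO; incubation: 50 min dark incubation at room temperature; measured by: endpoint fluorescence intensity from OMFP dephosphorylation; measure: % inhibition relative to no-enzyme and uninhibited control wells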
MT1-MMP act inh: inhibitors of human MT1-MMP activation | P50281 | actives 0.061% (n = 360,000) | GFP/RFP ratio change, % at 20 µM | HT1080 RFP-PRO-GFP cells, GFP/RFP ratio fluorescence, overnight; percent of plate control window, DMSO zero;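 active = GFP/RFP ratio change of at least 30% with cell ATP level not reduced by more than half and red fluorescence within 50% of control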; note: strong numbers were not always called active
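Read-out: GFP/RFP fluorescence ratio; Test system: RFP-PRO-GFP reporter HT1080 cells; Compound dosing: single-point 20 µM compound, 1% DMSO; Times: overnight compound exposure at 37 °C.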
SKN-1 block: C. elegans SKN-1 inhibition | C. elegans VP596 Pgst-4::GFP/RFP ratio, acrylamide-induced, 24 h | inhibition, % at 21.8 µM | actives 0.49% (n = 360,000) | AID 624304;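 active = interference check ratio from 0.5 to 1.5 plus GFP to RFP signal ratio inhibition reaching or exceeding a fixed threshold, cut at about 30% in these data, passing the limit was not always enough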; note: some compounds called inactive have numbers as strong as hits
CendR NRP1 mod: modulators of CendR peptide binding to human neuropilin-1; actives 0.85% (n = 360,000); FAM-RPARPAR peptide binding to NRP-1, fluorescence polarization; AID 602438; O14786; inhibition, % at 25 µM;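 active = inhibition or corrected inhibition above about 18%, plus a signal ratio from 0.5 to 1.5, limit read from the data, passing the limit was not always enough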; note: strong numbers were not always called active
Scp1 inh: blocks human Scp-1 phosphatase activity; Q9GZU7; Recombinant Scp1, phosphopeptide, malachite green phosphate absorbance; inhibition, % at 20 µM; actives 0.88% (n = 340,000);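 active = inhibition above about 50% at 20 µM, limit read from the data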;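 note: plate controls were DMSO wells with enzyme for no effect and wells lacking enzyme for full effect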
Target sequence (Q9GZU7 76-261 limits assumed): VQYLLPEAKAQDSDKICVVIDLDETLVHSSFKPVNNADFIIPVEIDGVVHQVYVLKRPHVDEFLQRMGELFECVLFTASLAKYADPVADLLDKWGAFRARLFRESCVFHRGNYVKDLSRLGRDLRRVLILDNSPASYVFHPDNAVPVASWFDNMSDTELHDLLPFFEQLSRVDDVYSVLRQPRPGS
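assay system = SCP-1 phosphatase catalytic domain, residues 76-261 | buffer or medium = 50 mM Tris acetate pH 5.5, 0.005% Tween-20, 10 mM MgCl2 | incubation = enzyme reaction 45 min at room temperature, colour 5 min, stabilisation 30 min | signal = Phosphate-binding colour reagent, absorbance read at 630 nm | measure = % inhibition at 20 µM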
STEP inh: STEP (human) phosphatase inhibition; P54829; inhibition, % at 20 µM; recombinant STEP, OMFP fluorogenic substrate, fluorescence; actives 0.25% (n = 360,000);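 active = inhibition at 20 µM, scaled per plate between control wells, above about 37%, limit read from the data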;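 note: 0% = DMSO with enzyme and substrate and 100% = substrate only without enzyme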
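System: isolated STEP enzyme; schedule: 20 min enzyme reaction at room temperature, protected from light; medium: Bis-Tris buffer pH 6.0, 2.5 mM DTT, 0.005% Tween 20; signal: fluorescence, 480/540 nm; dosing: single compound dose of 20 µM, 1% DMSO final; also added: OMFP substrate, 25 µM final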
SUMO1-SIM PPI: alters human SUMO1 binding to SIM partners | actives 0.33% (n = 360,000) | inhibition, % at 20 µM | P63165 | AID 602429 | SUMO1 binding to a labelled peptide, TR-FRET, 1 h; in the data active = inhibition above about 37%
Target sequence (P63165 whole entry, looked up): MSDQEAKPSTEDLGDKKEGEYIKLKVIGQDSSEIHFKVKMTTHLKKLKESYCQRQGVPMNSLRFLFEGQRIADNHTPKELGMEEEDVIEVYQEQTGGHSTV
DNMT1 inh: blocks human DNA methyltransferase DNMT1; inhibition (reported as % activation of signal), % at 10 µM; actives 0.83% (n = 360,000); P26358; DNMT1 molecular beacon, Hinp1I cleavage, fluorescence; in the data active = inhibition above about 50%
NadD block: inhibitors of Staphylococcus aureus NadD; purified NadD enzyme, colorimetric absorbance read-out; AID 602399; actives 0.78% (n = 360,000); inhibition, % at 20 µM; in the data active = inhibition above about 26%; note: some compounds past the cut are filed as inactive
Rpn11 inh: inhibitors of human proteasome Rpn11; actives 0.59% (n = 360,000); O00487; human 26S proteasome, Ub4-pepOG fluorescence polarization; 20S core pre-blocked with epoxomicin; calls only at 20 µM; AID 588493;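 active = inhibition at 20 µM, scaled to each plate's controls, above about 33%, limit read from the data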
Target sequence (O00487 whole entry, looked up): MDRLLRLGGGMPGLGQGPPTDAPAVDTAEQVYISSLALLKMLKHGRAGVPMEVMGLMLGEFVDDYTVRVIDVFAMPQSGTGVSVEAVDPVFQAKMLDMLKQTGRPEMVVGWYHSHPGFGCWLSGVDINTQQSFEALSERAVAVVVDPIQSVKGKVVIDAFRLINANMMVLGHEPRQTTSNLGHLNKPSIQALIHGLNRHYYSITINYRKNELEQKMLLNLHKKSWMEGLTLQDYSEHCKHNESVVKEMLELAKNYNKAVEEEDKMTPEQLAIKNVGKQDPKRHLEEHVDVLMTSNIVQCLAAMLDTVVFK
* hit, by the source's call; i = inactive; · = no result given.

SMILES	LMPTP block	MT1-MMP act inh	SKN-1 block	CendR NRP1 mod	Scp1 inh	STEP inh	SUMO1-SIM PPI	DNMT1 inh	NadD block	Rpn11 inh
CCOC(=O)c1cc(-c2ccc(C#N)cc2)nc2c1c(C)nn2CCC#N	0.6	3	6	-5	-5	6	-6	0	-3	i
C=C(C)c1cccc(C(C)(C)NC(=O)Nc2ccc(OC)cc2)c1	-0.5	6	-4	2	-6	-1	1	7	1	i
CCC(=O)N1CCc2cc(S(=O)(=O)NCCC(=O)Nc3ccccc3C)ccc21	0.0	1	-4	4	2	-1	1	-7	0	i
NC(=O)CNC(=O)c1cccc(Cl)c1	-1.2	0	4	-4	-10	-2	3	1	-4	i
CCOc1ncccc1C(=O)NNC(=O)CSc1ccc(Cl)cc1	-0.2	2	-6	-5	-5	0	0	8	-1	i
Cc1ccc(S(=O)(=O)N(C)C)cc1NC(=S)NNC(=O)C(N)=O	0.4	3	0	1	-9	2	-1	1	-2	i
O=C(NCCc1ccccc1)C1CCN(S(=O)(=O)c2cccnc2)CC1	-1.2	-1	-11	11	-13	0	3	-2	-4	i
COCC1CCCN(Cc2cn(-c3ccccc3F)nc2-c2cc(C)sc2C)C1 (stereo not given)	0.2	0	14	5	-5	2	6	-1	-4	i
COc1ccccc1C(=O)NC(CCSC)C(=O)NNC(=O)c1ccccc1C (stereo not given)	-0.1	2	-8	1	4	-4	-5	0	-4	i
COc1cc2c(cc1OC)CN(CC(=O)Nc1ccc(F)cc1)CC2	3.2	0	2	-2	-6	-2	0	-17	-2	i
CCn1ccnc1CN1CCc2c([nH]c3ccccc23)C1CC(C)C (stereo not given)	0.0	-3	10	4	-5	0	-2	-4	-4	i
CCOc1ccc(S(=O)(=O)N(CC)CC(=O)NCc2cccnc2)cc1C	-1.1	4	6	1	-5	-1	-1	1	3	i
CCC(=O)c1c[nH]c(C(=O)NCc2ccco2)c1	-1.3	-6	13	-5	-4	-1	-2	-3	0	i
Cc1c(C(=O)N2CCCC2)oc2c1-c1[nH]ncc1CC2	-0.8	2	11	0	-14	0	-1	-4	-3	i
O=C(N/N=C/c1ccc(OC(=O)c2ccccc2Cl)cc1)c1ccc(O)cc1	3.0	1	-8	8	-7	0	28	-2	16	i
O=C(CCCCN1CCCCC1)c1ccccc1	-2.5	4	-9	-4	-10	1	0	0	-5	i
CCNc1nc(Cl)nc(-c2cn(-c3ccccc3)c3ccccc23)n1	0.4	3	-13	1	-14	-4	-12	34	8	i
CC(=O)NC1=NN(C(C)=O)C(C)(c2ccco2)S1 (stereo not given)	1.6	2	0	18	-2	1	5	-1	0	i
O=C(NC1CCSC1)c1cccc(Cl)c1 (stereo not given)	-1.3	3	6	-1	7	-1	-1	1	-6	i
O=c1[nH]c(C2CCN(S(=O)(=O)/C=C/c3ccccc3)CC2)nc2c1nnn2Cc1ccc(F)cc1	1.9	3	0	0	-15	1	5	-7	35*	i
CC(C)CNC(=O)c1cccc(NC(=O)COc2cccc([N+](=O)[O-])c2)c1	-1.4	4	6	6	-1	-3	-15	-2	-1	i
CCOC(=O)c1sc2nc(C)c3c(c2c1N)CC(C)(C)OC3	0.9	1	4	4	1	0	-12	0	0	i
CC(C)(C#CCN1CCCC1)OCCC#N	-2.2	3	2	8	3	2	-2	-2	-3	i
O=C(Cc1cccs1)N(CC1CCCO1)C1(C(=O)NC2CCCCC2)CCCCC1 (stereo not given)	-1.1	-5	-7	-7	-3	-2	-5	2	2	i

Looked up by compound from the entries so far:
SMILES	LMPTP block	MT1-MMP act inh	SKN-1 block	CendR NRP1 mod	Scp1 inh	STEP inh	SUMO1-SIM PPI	DNMT1 inh	NadD block	Rpn11 inh
CC(C)(C#CCN1CCCC1)OCCC#N	-2.2	3	2	8	3	2	-2	-2	-3	i
CCOC(=O)c1sc2nc(C)c3c(c2c1N)CC(C)(C)OC3	0.9	1	4	4	1	0	-12	0	0	i

New compounds follow.
SMILES	LMPTP block	MT1-MMP act inh	SKN-1 block	CendR NRP1 mod	Scp1 inh	STEP inh	SUMO1-SIM PPI	DNMT1 inh	NadD block	Rpn11 inh
CC(C)COc1ccc(CSCCNC(=S)Nc2ccccc2)cc1	2.8	-5	8	6	-13	0	4	0	-4	i
O=[N+]([O-])c1c(NCc2ccccc2)cc(N2CCc3ccccc3C2)c2nonc12	2.1	1	6	-23	-5	-1	-11	-3	10	i
O=C(c1cccs1)C1C(c2ccc(Br)cc2)NC(=S)NC1(O)C(F)(F)F (stereo not given)	-0.2	0	4	-5	-9	0	-1	6	2	i
O=C(NC(=S)N1CCOCC1)c1cn(-c2ccccc2)nc1-c1ccc(F)cc1	1.9	4	-3	3	-5	2	2	-4	1	i
CCCN(CCC)CCCNC(=O)Cn1cnc2sc(C)c(S(=O)(=O)N3CCC(C)CC3)c2c1=O	-0.2	2	-25	15	-8	-3	-2	-1	-5	i
c1ccc(CSc2nnc3ccc(-c4ccncc4)nn23)cc1	0.4	-14	-22	7	-12	-4	-8	2	-1	i
COc1cccc(CN(C)C(=S)Nc2cccc(C)c2)c1	-1.1	3	-18	11	-6	2	2	-2	-3	i
COc1cccc2c(SCC(=O)N/N=C/c3ccc(O)c(O)c3)cc(C)nc12	38	-5	0	-17	-4	6	10	8	17	i
CCOC(=O)C1(CCOC)CCN(C(C)CCc2ccc(OC)cc2)CC1 (stereo not given)	2.7	-3	-3	1	3	1	0	9	-4	i
O=C(Nc1ccccc1C(=O)NCCc1ccccc1)c1cnccn1	1.4	-1	4	2	-4	-2	2	1	0	i
O=C(NCc1ccccc1)c1ccc(CN(c2ccccn2)S(=O)(=O)c2ccccc2)cc1	-1.3	3	-9	15	-5	-4	4	1	3	i
Cc1cccc(OCCOC(=O)Nc2ccccc2)c1	0.2	3	-8	10	-10	-3	-5	3	-4	i

Shown in markdown: 4 of the compounds above.
| SMILES | LMPTP block | MT1-MMP act inh | SKN-1 block | CendR NRP1 mod | Scp1 inh | STEP inh | SUMO1-SIM PPI | DNMT1 inh | NadD block | Rpn11 inh |
| --- | --- | --- | --- | --- | --- | --- | --- | --- | --- | --- |
| CCOC(=O)C1(CCOC)CCN(C(C)CCc2ccc(OC)cc2)CC1 (stereo not given) | 2.7 | -3 | -3 | 1 | 3 | 1 | 0 | 9 | -4 | i |
| COc1cccc2c(SCC(=O)N/N=C/c3ccc(O)c(O)c3)cc(C)nc12 | 38 | -5 | 0 | -17 | -4 | 6 | 10 | 8 | 17 | i |
| c1ccc(CSc2nnc3ccc(-c4ccncc4)nn23)cc1 | 0.4 | -14 | -22 | 7 | -12 | -4 | -8 | 2 | -1 | i |
| O=C(c1cccs1)C1C(c2ccc(Br)cc2)NC(=S)NC1(O)C(F)(F)F (stereo not given) | -0.2 | 0 | 4 | -5 | -9 | 0 | -1 | 6 | 2 | i |

(more compounds)
SMILES	LMPTP block	MT1-MMP act inh	SKN-1 block	CendR NRP1 mod	Scp1 inh	STEP inh	SUMO1-SIM PPI	DNMT1 inh	NadD block	Rpn11 inh
CN(CC(=O)Nc1ccccc1Cl)C(=O)Cn1cc(C(F)(F)F)cc(Cl)c1=O	0.1	2	-5	0	7	-1	4	4	5	i
COc1ccc(CNC(=O)c2cc(-c3cccs3)on2)cc1	1.0	1	-18	-3	-6	-1	-4	5	-8	i
O=[N+]([O-])c1ccc(CCNc2cccc3ccccc23)c([N+](=O)[O-])c1	-0.8	-4	-2	-11	-8	0	-11	15	1	i
COc1ccccc1NC(=O)Nc1ccc(F)c(F)c1	1.0	-2	6	20	-10	-4	-3	-3	-4	i
CN(C)CCN(C(=O)C1=COCCO1)c1nc2ccc(Cl)cc2s1	0.9	3	-34	-4	3	-1	1	2	-3	i
Cc1ccc(CS(=O)(=O)c2cn(CC(=O)Nc3ccon3)c3ccccc23)cc1	-1.4	3	-12	-15	-5	0	4	-5	-3	i
Cc1cccc(NS(=O)(=O)c2cccc(C(=O)N3CCCC3)c2)c1	-1.8	1	3	-21	5	0	0	1	-1	i
Cc1ccc(-n2ccnc(SCC(=O)NC3CCCCC3)c2=O)cc1F	0.3	-9	7	-6	3	0	-8	2	3	i
Cc1cc(C)cc(N(CC(=O)Nc2cc(C)ccc2C)S(=O)(=O)c2c(C)[nH]c(=O)[nH]c2=O)c1	-0.1	-1	16	6	-1	-1	8	1	4	i
CCN(CC)S(=O)(=O)c1ccc(NC(=O)Nc2cccc(C(F)(F)F)c2)cc1	4.0	-10	-28	0	-9	-3	2	-20	-3	i
CC(C)=CC(=O)Nc1nnc(-c2ccccc2C)s1	-0.8	1	7	8	-10	-2	3	6	2	i
N#Cc1ccc(CSc2nnc(NC(=O)c3ccc4ncsc4c3)s2)cc1	7.7	2	0	-22	5	0	40*	3	9	i

3 of the entries above in order of the Scp1 inh value, lowest first.
SMILES	LMPTP block	MT1-MMP act inh	SKN-1 block	CendR NRP1 mod	Scp1 inh	STEP inh	SUMO1-SIM PPI	DNMT1 inh	NadD block	Rpn11 inh
COc1ccccc1NC(=O)Nc1ccc(F)c(F)c1	1.0	-2	6	20	-10	-4	-3	-3	-4	i
O=[N+]([O-])c1ccc(CCNc2cccc3ccccc23)c([N+](=O)[O-])c1	-0.8	-4	-2	-11	-8	0	-11	15	1	i
CN(C)CCN(C(=O)C1=COCCO1)c1nc2ccc(Cl)cc2s1	0.9	3	-34	-4	3	-1	1	2	-3	i

Carrying on.
SMILES	LMPTP block	MT1-MMP act inh	SKN-1 block	CendR NRP1 mod	Scp1 inh	STEP inh	SUMO1-SIM PPI	DNMT1 inh	NadD block	Rpn11 inh
COC(=O)c1ccc(/C=C2/C(=O)Oc3ccccc32)cc1	1.3	-1	2	-6	-9	-1	-16	0	-8	i
CCn1cc(C(=O)OCC(=O)OC2CC(C)CCC2C(C)C)c(=O)c2ccc(C)nc21 (stereo not given)	2.2	1	11	-7	-10	3	7	-5	13	i
COc1ccc(C(=O)c2cc([N+](=O)[O-])ccc2N2CCN(C)CC2)cc1	-0.6	-12	0	6	1	-2	-13	-2	-5	i
COc1ccc(-c2nc3ccc(Cl)cn3c2Cc2ccc(C)cc2)cc1OC	0.9	5	14	-30	·	1	6	-13	12	i
CC(C)(C)NC[C@H](O)COc1cccc2c1CCCC2=O	-0.7	3	-23	-2	4	-5	-2	-6	6	i
CC(=O)c1ccc(N2CCN(C(=O)c3cc(C)on3)CC2)cc1	0.1	-5	9	7	0	1	-4	-5	-2	i
O=C1[C@H](Cc2ccccc2)NCC=CC[C@@H](c2ccco2)N1Cc1ccccc1	-1.0	-5	-5	6	-6	1	7	-6	-9	i
Cc1c(-c2cc(C(=O)O)no2)cnn1C	0.5	-11	0	3	-3	0	0	2	-1	i
Cc1ccc(-c2nc(=O)[nH]c3ccc(Br)cc23)cc1	0.6	-3	8	-4	-6	-2	-25	-2	-4	i
Cc1ccc(NS(=O)(=O)c2cccc(C(=O)O)c2)c(C)c1	-1.1	0	-3	-6	-6	-2	6	0	-2	i
